Screens (PubChem BioAssay)
PI4K2A block: qHTS for small molecular inhibitors of PI4K2A; purified PI4K2A, ADP-Glo luminescence, 1 h; active compounds read low; activity change, negative = inhibition, % at 76.9 µM; hit rate 0.13% among 420,000; in the data active means activity change below about -50%; inconclusive means mostly about -30% to -49%;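 further: -100% = wells without enzyme as full effect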
Target sequence (Q9BTU6 whole entry, looked up): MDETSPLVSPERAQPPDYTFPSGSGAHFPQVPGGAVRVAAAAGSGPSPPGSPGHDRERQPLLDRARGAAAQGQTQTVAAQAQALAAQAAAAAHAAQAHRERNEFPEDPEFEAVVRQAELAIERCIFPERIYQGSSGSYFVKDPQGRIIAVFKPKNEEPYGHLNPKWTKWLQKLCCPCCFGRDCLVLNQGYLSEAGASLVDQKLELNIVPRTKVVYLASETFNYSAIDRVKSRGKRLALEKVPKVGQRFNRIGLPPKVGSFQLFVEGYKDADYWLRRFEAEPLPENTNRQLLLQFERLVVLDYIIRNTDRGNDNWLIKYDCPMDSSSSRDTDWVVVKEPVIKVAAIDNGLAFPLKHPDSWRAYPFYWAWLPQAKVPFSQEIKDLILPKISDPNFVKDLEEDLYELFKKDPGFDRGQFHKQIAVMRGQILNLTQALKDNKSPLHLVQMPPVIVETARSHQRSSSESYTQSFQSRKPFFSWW
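In this quantitative HTS, ADP production by PI4K2A was quantified luminescently after 1 h at ambient temperature; 100 microM adenosine served as plate-quality control.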
USP1 inh: Inhibitors of USP1/UAF1: Primary Screen | Ubiquitin carboxyl-terminal hydrolase 1 (Homo sapiens), O94782 | recombinant USP1/UAF1, Ub-Rhodamine cleavage fluorescence | Potency, µM (top dose mostly 57.1 µM), for the others: at the top dose activity change, negative = inhibition, usual class: inhibitors | hit rate 0.23% among 390,000; further: potency means the concentration at half of the fitted maximal effect; on the % scale 0 is the no-effect control and ±100 the full control effect; nearly all actives have a fitted effect of over 60% in size; inactives centre near -12
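In this screen, compounds sit with the deubiquitinase complex (1nM) for 15 min at room temperature before Ub-Rho is added at 150nM final. Fluorescence rise is then followed for 6 reads every 60 seconds.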
IDH1 R132H inh: qHTS for Inhibitors of mutant isocitrate dehydrogenase 1 (IDH1): qHTS | IDH1-R132H enzyme, NADPH consumption, diaphorase/resazurin fluorescence | Potency, µM (doses to about 76.6 µM), inactives show top-dose activity change, negative = inhibition, most hits filed as inhibitors | hit rate 0.093% among 390,000 | AID 602179, 2012; further: potency means the concentration at half of the fitted maximal effect; on the % scale 0 is the no-effect control and ±100 the full control effect; nearly all actives have a fitted effect of over 65% in size
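IDH1-R132H (0.5 ug/mL dispensed) in pH 7.5 Tris buffer was preincubated 30 min with compound, then given a substrate mix of 0.016 mM NADPH and 2 mM alpha-KG for 80 min at room temperature; remaining NADPH was read by diaphorase/resazurin fluorescence.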
TRHR enhancer: qHTS for Small Molecule Agonists and Allosteric Enhancers of Human TRH Receptor: Primary Screen for Enhancers. Thyrotropin-releasing hormone receptor (Homo sapiens), P34981. TRHR cells, fluo-8 calcium fluorescence, EC20 TRH enhancement. enhancement, % at 2 µM. hit rate 0.66% among 360,000. AID 493056, 2011; in the data active means enhancement above about 30%; further: 0% is about no effect
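Enhancer read-out: after compound pinning and an initial kinetic agonist-mode read, an EC20 of TRH (10 nM final) was injected and fluo-8 calcium signal (Ex 480/Em 530) followed at 1 s/cycle for 100 cycles in TRHR-expressing cells.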
TRHR ag: qHTS for Small Molecule Agonists and Allosteric Enhancers of Human TRH Receptor: Primary Screen for Agonists; Thyrotropin-releasing hormone receptor (Homo sapiens), P34981; TRHR cells, calcium flux fluo-8, FDSS agonist mode; activation, % at 2 µM; hit rate 0.18% among 360,000; in the data active means activation above about 30%; further: 0% is about no effect
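Agonist-mode FDSS calcium read (Ex 480/Em 530, 1 s cycles) in 1536-well TRHR cells with fluo-8 dye, after 10-cycle baseline and 23 nL compound addition; TRH at EC20 (10 nM final) added afterwards for the enhancer phase.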
TrxR1 substrate: qHTS Assay for Substrates of Mammalian Selenoprotein Thioredoxin Reductase 1 (TrxR1): qHTS; Thioredoxin reductase 1, cytoplasmic (Rattus norvegicus), O89049; purified TrxR1 substrate turnover, NADPH consumption readout; Potency, µM (doses to about 114 µM), inactives show top-dose activity change, negative = substrate turnover; hit rate 0.01% among 390,000; AID 588456, 2011; further: potency means the concentration at half of the fitted maximal effect; on the % scale 0 is the no-effect control and ±100 the full control effect; nearly all actives have a fitted effect of over 50% in size
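Rat TrxR1, dispensed at 90 nM, was prereduced with 400 uM NADPH (final) for 5 min at ~22 deg C, then incubated with compound 15 min before 400 uM selenite. A first-read NADPH fluorescence drop versus no-compound background flagged substrates.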
TrxR1 inh: qHTS Assay for Inhibitors of Mammalian Selenoprotein Thioredoxin Reductase 1 (TrxR1): qHTS. Thioredoxin reductase 1, cytoplasmic (Rattus norvegicus), O89049. recombinant rTrxR1, NADPH fluorescence consumption, selenite substrate. Potency, µM (titrated, usually from 114 µM), for inactives: at the top dose activity change, negative = inhibition, actives largely listed as inhibitors. hit rate 1% among 390,000. AID 588453, 2011; further: potency means the concentration at half of the fitted maximal effect; on the % scale 0 is the no-effect control and ±100 the full control effect; nearly all actives have a fitted effect of over 65% in size
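Rat TrxR1 (90 nM in the dispensed reagent) was pre-reduced with 400 uM NADPH for 5 min at room temperature, then incubated with compound for 15 min. After 400 uM selenite was added, NADPH fluorescence (Ex 340/Em 450 nm) was followed for 8 min.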
D2 agonist: HTS Assay for Allosteric Agonists of the Human D2 Dopamine Receptor: Primary Screen for Agonists | activation, % at 2 µM | hit rate 0.53% among 340,000 | D(2) dopamine receptor (Homo sapiens), P14416 | AID 485358, 2010 | HEK293 T-REx D2 cells, calcium flux agonist mode;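 active means activation over 3 SD above normal in the single-dose calcium agonist read, cut at about 30% in these data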; further: 0% is about no effect
Target sequence (P14416 whole entry, looked up): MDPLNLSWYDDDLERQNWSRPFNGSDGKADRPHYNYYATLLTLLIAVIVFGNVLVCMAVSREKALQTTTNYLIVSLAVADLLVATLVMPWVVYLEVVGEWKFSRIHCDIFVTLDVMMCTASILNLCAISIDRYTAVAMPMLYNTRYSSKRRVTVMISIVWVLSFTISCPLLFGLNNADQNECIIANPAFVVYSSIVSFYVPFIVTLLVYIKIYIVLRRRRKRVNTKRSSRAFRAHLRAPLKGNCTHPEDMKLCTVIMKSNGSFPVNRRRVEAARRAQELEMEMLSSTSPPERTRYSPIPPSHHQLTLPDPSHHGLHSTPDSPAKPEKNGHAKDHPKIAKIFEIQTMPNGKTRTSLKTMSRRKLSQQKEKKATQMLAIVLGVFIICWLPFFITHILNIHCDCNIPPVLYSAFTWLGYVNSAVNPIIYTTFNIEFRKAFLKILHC
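Tetracycline-induced HEK293 Trex cells with D2 receptor force-coupled to calcium signaling, plated overnight at 30 C and loaded with no-wash calcium dye. Calcium flux read kinetically for 180 s after compound addition; responses flag agonists.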
D2 antag: HTS Assay for Allosteric Antagonists of the Human D2 Dopamine Receptor: Primary Screen for Antagonists. D(2) dopamine receptor (Homo sapiens), P14416. HEK293 TREx D2 cells, calcium flux, dopamine EC80. inhibition, % at 10 µM. hit rate 2% among 340,000. AID 485344, 2010; in the data active means inhibition above about 30%; further: 0% is about no effect
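Inhibition of EC80 dopamine-driven calcium flux, recorded kinetically, defines activity here; cells are a tetracycline-induced HEK293 T-REx line expressing force-coupled D2.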
Starred values were filed as active, the others as inactive; ? = inconclusive; . = no result given; [ ] = another dose, or the depositor's remark. Unless noted, the call rests on the fitted dose curve; in most records, active means well fitted inhibition curve with a large enough effect; inconclusive means small, poorly fitted or top-dose-only effect; inactive means no such curve, though single readings can be large or run the other way.

#	Structure	D2 antag	TRHR enhancer	TrxR1 inh	IDH1 R132H inh	TRHR ag	D2 agonist	USP1 inh	TrxR1 substrate	PI4K2A block
1	COc1ccc(NS(=O)(=O)c2cc(C(=O)N(C)CCc3ccccn3)ccc2Cl)cc1	.	.	6%	11%	.	.	-20%	5%	1
2	O=C(Nc1ccc2c(c1)OCO2)c1cccc(Cl)c1	-19	6	7%[57.1 µM]	4%	-0.3	0.7	-24%	-5%	-2
3	Cc1ccc(CN2CC(=O)N3[C@H]4c5cc(Cl)ccc5OC[C@@H]4[C@H](c4ccccc4)[C@]3(C)C2=O)cc1	4	9	16%	-7%	1.0	0.5	-9%	-1%	-2
4	Cc1ccc(S(=O)(=O)N2CCOC2CNC(=O)C(=O)NCc2ccc(Cl)cc2)cc1 (centres undefined)	-13	16	5%	-1%	2.1	0.9	5%	-3%	2
5	CCOC(=O)c1ccc(NC(=O)NCc2ccc(OC)cc2)cc1	.	5	-6%	-2%	-2.2	.	-3%	-4%	-4
6	CCCCNc1nc(Oc2ccc(OCCC)nn2)nc(N(C)C)n1	.	-3	16%	.	-0.9	-0.7	-5%	4%	-1
7	CC1=CC(=O)C=C(C)C1=NOC(=O)/C=C\c1ccccc1	-9	2	-23%	4%	0.0	1.6	-3%	4%	64
8	O=C(CSc1nc(O)c(C(c2ccccc2)c2ccccc2)c(=O)[nH]1)N1CCOCC1	3	-4	27%	-2%	0.2	1.6	-9%	8%	-12
9	CC(C)C(=O)OCc1cc(=O)n2nc(C3CC3)sc2n1	.	-7	12%[57.1 µM]	2%	0.9	0.2	-18%	2%[57.1 µM]	1
10	O=C(NCCC1=CCCCC1)c1ccc2c(=O)n3c(nc2c1)CCCCC3	.	-1	34%	11%	-0.1	.	-26%	1%	4
11	COc1ccc(NC(=O)CCc2nnc3n(Cc4ccccc4Cl)c(=O)c4ccccc4n23)cc1	.	-2	21%	-7%	-0.3	0.2	-19%	6%	-1
12	CCCNC(=O)C(C)n1c2ccccc2c2nc(=O)cc(C)n21 (centres undefined)	5	-3	.	.	-0.3	-0.4	.	.	.
13	Cc1cc(NC(=O)C2CCCN(S(=O)(=O)c3c(C)noc3C)C2)no1 (centres undefined)	-7	-3	6%	5%	0.2	0.5	-27%	3%	0
14	COCCCn1c(=S)[nH]c2c(sc3ccccc32)c1=O	4	32*	-24%[57.1 µM]	2%	0.3	0.0	-6%	0%[57.1 µM]	7
15	Cc1onc(-c2c(Cl)cccc2Cl)c1COC(=O)c1ccc([N+](=O)[O-])cc1	-29	-11	10%[57.1 µM]	5%	-0.5	0.4	?	6%[57.1 µM]	1
16	CCc1ccc(NC(=O)N2CCN(C(=O)c3nsc4ccccc34)CC2)cc1	.	-5	12%[57.1 µM]	-12%	-0.5	0.4	?	-2%[57.1 µM]	1
17	Cc1ccsc1C1C2=C(CCCC2=O)Nc2ncnn21 (centres undefined)	-19	1	-14%	6%	-1.5	-0.6	-2%	-14%	-1
18	COc1ccc(S(=O)(=O)N(Cc2ccccc2)Cc2nc3ccccc3c(=O)[nH]2)cc1	-14	-7	-3%[57.1 µM]	1%	-0.4	0.3	-17%	2%[57.1 µM]	-9
19	CCN(CC)CCNC(=O)c1cc2c(-c3ccc(Cl)cc3)nn(C)c2s1	2	6	39%[activator]	21%	1.5	6.5	?	64%[activator]	-13
20	CC(C)C1=NN(C(=O)c2cccnc2)C(O)(C(F)(F)F)C1 (centres undefined)	.	.	1%	1%	.	.	-13%	2%	-1
21	O=[N+]([O-])c1cc(NCCO)c(N2CCCCCC2)c2nonc12	0	3	-6%	0%	-1.5	-1.4	?	-13%	3
22	O=C(NCCc1ccccn1)c1ccc(COc2ccccc2)o1	0	-2	?	12%	-1.7	-0.5	-7%	8%	-3
23	COc1cccc(N2CCN(C(=O)C3CCCN(S(=O)(=O)c4cnc[nH]4)C3)CC2)c1 (centres undefined)	6	-1	4%	0%	0.2	0.1	?	1%	-6
24	Cc1ccc(NC(=O)Cn2nnc3sc(-c4ccccc4)cc3c2=O)cc1Cl	.	-3	0%	.	0.8	2.7	4%	6%	0
25	COc1ccc(NS(=O)(=O)c2cccc(C(=O)OCC(=O)c3c(N)n(C)c(=O)n(C)c3=O)c2)cc1	.	.	-6%	2%	.	.	1%	-6%	1
26	N#Cc1c(Cl)nc2c(c1C#N)CCCC2	-12	-3	14%[57.1 µM]	8%	-0.4	0.3	9%	19%[57.1 µM]	-5
27	COc1ccc(CN2CCn3ncc(C(=O)Nc4cc(C)cc(C)c4)c3C2=O)cc1	38*	2	8%[57.1 µM]	0%	0.0	-0.1	-18%	56%[activator]	-2
28	CC(C)(C)C(=O)Nc1nnc(SCC(=O)Nc2nccs2)s1	-14	0	-16%	4%	0.1	0.1	-19%	2%	-4
29	CCc1ccccc1NC(=O)C(=O)NCC(c1cccnc1)N1CCc2ccccc21 (centres undefined)	.	6	7%	0%	0.1	-0.8	-10%	0%	1
30	CCN1C=C(Cc2ccccc2C)C2=C(C1)C(c1ccccc1C)C(C#N)=C(N)O2 (centres undefined)	.	7	-50%	-10%	-0.6	.	-24%	7%[57.1 µM]	5

#	Structure	D2 antag	TRHR enhancer	TrxR1 inh	IDH1 R132H inh	TRHR ag	D2 agonist	USP1 inh	TrxR1 substrate	PI4K2A block
31	CC(=O)N1CCN(c2ccc(NC(=O)c3ccc(N4CCCC4)c([N+](=O)[O-])c3)cc2Cl)CC1	-9	27	6%[57.1 µM]	0%	0.1	-0.6	-16%	-6%	1
32	Cc1oc2ccc(O)c(CN(C)Cc3ccccc3)c2c1C(=O)Nc1cccc(Cl)c1C	.	-1	-1%	-8%	0.2	-1.0	-8%	5%	1
33	COCC(=O)n1nc(-c2ccccc2)nc1NCc1ccc(N(C)C)cc1	-18	5	5%[57.1 µM]	2%	-0.3	0.8	-11%	1%[57.1 µM]	3
34	Cc1cc(CNCCN(C)C)c(C)n1-c1cc(S(=O)(=O)N2CCOCC2)ccc1N1CCCC1	.	.	89µM*	2%	.	.	-12%	27%	3
35	COc1cc(NC(=O)COCc2cc(-c3ccc(F)cc3)on2)cc(OC)c1OC	.	3	29%	-11%	0.0	-1.9	-21%	-1%	0
36	O=C(c1cc2cc([N+](=O)[O-])ccc2s1)N1CCCCC1	.	-4	14%	3%	-0.1	.	-14%	3%	1
37	Cc1ccc(S(=O)(=O)N2CCN(CCOc3c(Cl)cccc3Cl)CC2)cc1C	-24	-4	22%	4%	-0.1	0.6	-16%	4%	-7
38	CCOc1cc(/C=C/C(=O)OCC(=O)NC2CCS(=O)(=O)C2)ccc1OCc1ccccc1 (centres undefined)	4	-6	-10%[57.1 µM]	2%	0.1	-0.1	-17%	-5%[57.1 µM]	1
39	CCOC(=O)c1cnc(-n2nc(C)cc2C)nc1N(CC)CC	5	12	20%[57.1 µM]	8%	-1.6	0.6	-3%	6%[57.1 µM]	-6
40	Cc1cccc(C(=O)N[C@@H](C)C(=O)N2CCN(c3ncccn3)CC2)c1	-7	-2	21%	-4%	-0.2	1.0	-22%	5%	1
41	C=CCc1ccc(OCCCCN2CCC(C)CC2)c(OC)c1	-12	13	7%	3%	0.7	-0.4	-2%	-7%	-6
42	N/C(=N\OC(=O)c1ccc2c(c1)OCO2)c1ccncc1	-5	5	0%	-2%	0.8	0.1	-20%	-6%	-7
43	CCOc1ccc(CN(C(=O)c2cccs2)C2CCS(=O)(=O)C2)cc1 (centres undefined)	9	3	22%	1%	-0.5	0.1	-18%	2%	0
44	COc1ccc(CC(=O)N2CC3(C)CC2CC(C)(C)C3)cc1 (centres undefined)	11	-1	17%	1%	0.2	-0.3	-20%	-7%	-2
45	COc1ccc(NC(=O)CSCC(=O)Nc2cc(Cl)ccc2N2CCOCC2)cc1	-1	0	7%	3%	-1.2	1.6	-7%	-8%	-9
46	CCCCNC(=O)COc1ccccc1C(=O)c1cc(C#N)c(=O)n(CCOC)c1	2	-1	-14%	6%	0.2	0.6	-13%	-9%	3
47	CC(C)Cc1nnc(NC(=O)C2CC(=O)N(Cc3ccccc3)C2)s1 (centres undefined)	-9	-1	-8%	-9%	-0.2	-1.6	-7%	-10%	-1
48	COc1ccc(CCNC(=O)Cn2nc(C(=O)O)c3ccccc3c2=O)cc1OC	7	3	27%	4%	-0.7	-0.6	-17%	3%	-3
49	CC1(C)CC(NC(=O)C2CCN(S(=O)(=O)c3cccc(C(F)(F)F)c3)CC2)CC(C)(C)N1	-4	-5	8%	-6%	1.4	-1.3	-8%	4%	-4
50	COc1ccc(C)c2sc(=NC(=O)c3ccc(C(C)=O)cc3)n(C)c12	0	13	-3%	0%	0.1	0.2	-12%	-1%	-6

3 compounds from above, reduced to D2 agonist and IDH1 R132H inh.
item	smiles	D2 agonist	IDH1 R132H inh
43	CCOc1ccc(CN(C(=O)c2cccs2)C2CCS(=O)(=O)C2)cc1 (centres undefined)	0.1	1%
44	COc1ccc(CC(=O)N2CC3(C)CC2CC(C)(C)C3)cc1 (centres undefined)	-0.3	1%
45	COc1ccc(NC(=O)CSCC(=O)Nc2cc(Cl)ccc2N2CCOCC2)cc1	1.6	3%
